# Screening results: PubChem BioAssay, The Scripps Research Institute Molecular Screening Center
# FBW7 act: activators of human E3 ligase FBW7 | Q969H0 | AlphaScreen FBW7–phospho-cyclin E peptide binding, activator screen | normalized activity (activation), % at 26.1 µM | hit rate 0.13% among 650,000 | AID 1259310; in the data active = normalized activity above about 1.9%;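 also: purified mutant Fbw7 with reduced substrate affinity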
# MITF inh: human MITF inhibition, primary screen. hit rate 0.91% among 650,000. inhibition, % at 2.6 µM. AID 1259374. O75030. AlphaScreen MITF homodimerization, bead proximity signal; in the data active = inhibition above about 50%;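 also: 0% = vehicle wells with protein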
# Target sequence (O75030 whole entry, looked up): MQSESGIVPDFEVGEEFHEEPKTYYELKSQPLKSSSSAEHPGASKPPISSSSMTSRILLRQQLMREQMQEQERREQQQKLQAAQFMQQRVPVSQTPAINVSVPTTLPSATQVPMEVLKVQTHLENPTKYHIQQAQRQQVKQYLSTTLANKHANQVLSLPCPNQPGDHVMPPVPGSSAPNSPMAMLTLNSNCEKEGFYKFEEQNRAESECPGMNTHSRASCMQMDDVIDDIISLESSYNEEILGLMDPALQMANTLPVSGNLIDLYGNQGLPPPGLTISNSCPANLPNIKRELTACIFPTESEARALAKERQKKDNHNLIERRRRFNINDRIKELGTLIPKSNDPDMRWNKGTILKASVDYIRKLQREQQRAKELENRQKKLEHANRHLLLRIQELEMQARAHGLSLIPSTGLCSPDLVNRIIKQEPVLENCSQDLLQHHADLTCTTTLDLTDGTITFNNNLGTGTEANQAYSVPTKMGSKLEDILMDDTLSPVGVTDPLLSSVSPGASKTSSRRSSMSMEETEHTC
# GPR151 ag: activates the human receptor GPR151 | Q8TDV0 | PathHunter beta-arrestin GPR151 cells, luminescence | activation, % at 11.2 µM | hit rate 1% among 650,000 | AID 1508602; in the data active = activation above about 4.9%;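 also: 0% = median of compound wells and 100% = cells with positive control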
# Target sequence (Q8TDV0 whole entry, looked up): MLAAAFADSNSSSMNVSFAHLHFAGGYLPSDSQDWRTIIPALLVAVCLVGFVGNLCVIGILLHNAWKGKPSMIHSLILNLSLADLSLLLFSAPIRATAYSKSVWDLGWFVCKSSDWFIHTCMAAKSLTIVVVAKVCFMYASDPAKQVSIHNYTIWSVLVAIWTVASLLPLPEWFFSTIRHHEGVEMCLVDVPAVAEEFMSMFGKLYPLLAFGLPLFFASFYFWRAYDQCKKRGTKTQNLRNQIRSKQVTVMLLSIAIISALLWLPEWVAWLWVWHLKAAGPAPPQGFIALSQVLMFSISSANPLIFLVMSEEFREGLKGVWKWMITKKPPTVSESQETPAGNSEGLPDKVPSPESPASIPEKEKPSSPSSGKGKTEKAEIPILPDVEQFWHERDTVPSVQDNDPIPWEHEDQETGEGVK
# TEAD-YAP block: TEAD-YAP interaction inhibition; AID 1259422; HEK-TIYL cells, TEAD-Gal4/YAP UAS-luciferase luminescence; inhibition, % at 9.12 µM; hit rate 1.4% among 640,000; in the data active = inhibition above about 32%;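 also: 0% = median of test compound wells and 100% = reference inhibitor wells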
# An asterisk follows results filed as active; x = no result given.
# Second line of a record – FBW7 act, MITF inh, GPR151 ag, TEAD-YAP block
- CCOC(=O)Nc1nnc(COc2ccc(C)cc2)s1
 : -0.2, -11, 0.0, -6
- COC1=C(OC)C(=O)C(C/C=C(\C)CC/C=C(\C)CC/C=C(\C)CC/C=C(/C)CC/C=C(\C)CC/C=C(\C)CC/C=C(\C)CC/C=C(\C)CC/C=C(\C)CCC=C(C)C)=C(C)C1=O
 : 0.8, 11, 1.5, 1
- C=CCn1c(NC(=O)c2ccco2)nc2ccccc21
 : -0.3, 0, 1.2, 16
- COc1ccc(OCC(=O)Nc2nn3c(-c4ccco4)nnc3s2)cc1
 : -0.1, 3, -0.7, 5
- O=C(NCc1ccco1)c1ccc2c(=O)n(CCc3ccccc3)c(=S)[nH]c2c1
 : -0.2, -4, -0.7, 1
- COc1ccc(/C(O)=C2\C(=O)C(=O)N(Cc3ccncc3)C2c2ccc(Cl)cc2)cc1 (configuration not stated)
 : 0.0, 11, 1.4, 1
- COc1cccc(-c2cc(-c3cccnc3)nc(N)c2C#N)c1
 : 1.7, -8, 0.7, 5
- COc1cc(=O)n2c(c1C(=O)N1CCCC1)CCN(Cc1cc3ccccc3o1)CC2
 : 0.0, 0, 0.2, 14
- Cc1cc(C)cc(OCC(=O)NCc2ccccn2)c1
 : -0.2, 0, 0.7, 1
- O=C(/C=C/c1ccc(F)cc1)c1ccc([N+](=O)[O-])cc1
 : 0.2, 20, -1.8, 3
- CC(C)n1c(=O)n(CC(=O)NCc2cccs2)c2cccnc21
 : 0.1, 13, -0.5, -1
- Nc1cc(-c2ccccc2)nn1S(=O)(=O)c1ccc(F)c(Cl)c1
 : 0.1, -3, -0.1, -4
- COc1cc(NC(=O)C2CC2)c(OC)cc1NC(=O)c1cccs1
 : -0.1, 17, 0.6, 0
- COc1ccc(-c2nnc3cccc(Cl)n23)c(OC)c1
 : 0.0, 9, 0.7, 4
- Cc1cc(Cl)nc2ccc(O)cc12
 : 0.1, 13, 0.0, 10
- c1ccc(-c2csc(N3CCCC3)n2)cc1
 : 0.6, -4, 0.8, -24
- O=C1C2C(c3ccccc3)OC3(C(=O)c4ccccc4C3=O)C2C(=O)N1c1ccc(Cl)cc1 (configuration not stated)
 : 0.4, 7, 0.3, 23
- CCCC(c1nnnn1Cc1ccc(OC)cc1)N1CCC(C(N)=O)CC1 (configuration not stated)
 : 0.2, 9, 1.7, -3
- O=C(CCCOc1ccccc1)Nc1ccc(S(=O)(=O)Nc2ccccn2)cc1
 : 0.6, 5, -1.5, 13
- COc1ccc(C)cc1NS(=O)(=O)c1c[nH]c(=O)[nH]c1=O
 : 0.4, 17, -2.8, -5

# Full records, looked up by structure. Values in the order: FBW7 act, MITF inh, GPR151 ag, TEAD-YAP block
# COc1cc(=O)n2c(c1C(=O)N1CCCC1)CCN(Cc1cc3ccccc3o1)CC2 is listed as 0.0, 0, 0.2, 14
# Nc1cc(-c2ccccc2)nn1S(=O)(=O)c1ccc(F)c(Cl)c1 is listed as 0.1, -3, -0.1, -4
# COc1ccc(/C(O)=C2\C(=O)C(=O)N(Cc3ccncc3)C2c2ccc(Cl)cc2)cc1 (configuration not stated) is listed as 0.0, 11, 1.4, 1
# COc1ccc(-c2nnc3cccc(Cl)n23)c(OC)c1 is listed as 0.0, 9, 0.7, 4
# COc1cccc(-c2cc(-c3cccnc3)nc(N)c2C#N)c1 is listed as 1.7, -8, 0.7, 5

# Further results follow:
# Second line of a record – FBW7 act, MITF inh, GPR151 ag, TEAD-YAP block
- Cc1nc2ccc(NC(=O)Nc3ccnc4cccnc34)cc2o1
 : -0.1, 1, 2.8, x
- COCCOC(=O)C1=C(C)NC2=C(C(=O)CCC2)C1c1ccc(O)cc1 (configuration not stated)
 : -0.1, -3, 1.1, 0
- Cc1ccc(C)c(NC(=O)COc2ccccc2C)c1
 : 0.0, 9, -1.2, -21
- Cc1ccn2c(C(=O)NC3CCCCC3)c(C)nc2c1
 : -0.1, 8, 0.6, -4
- O=[N+]([O-])c1ccc(Cl)cc1CN1CCCCCC1
 : -0.3, 18, -0.5, 0
- COc1ccc(NC(=O)c2cc(-c3ccc(OC)cc3)on2)cc1
 : 0.0, 4, 0.2, -5
- O=P1(NCC2CCCO2)C=C(c2ccccc2)OC(c2ccccc2)=C1 (configuration not stated)
 : -0.1, 6, 1.4, 8
- CN(C)CCNCCOCCOc1ccccc1C#N
 : 0.3, -11, -0.7, -7
- CN(CC(=O)NC1CCCCCC1)S(=O)(=O)c1cccs1
 : 0.1, 7, 0.1, -21
- COCC(C)NC(=O)COc1ccc(C(=O)c2ccccc2)cc1 (configuration not stated)
 : 0.0, 7, 0.0, 7
- CCOC(=O)N1CCN(S(=O)(=O)c2ccc(F)c(C(=O)Nc3ccc(C)c(Cl)c3)c2)CC1
 : 0.0, 23, -0.7, 15
- COc1cccc(CNC(=O)c2ccc(NC(=O)C3=C(C)OCCS3)cc2Cl)c1
 : 0.4, -1, -1.1, -9
- Cc1cccc(N2C(=O)C3C4C=CC(C4=C4CCCCC4)C3C2=O)c1 (configuration not stated)
 : -0.1, -7, 0.1, 5
- COCCNC(=O)c1ccc(CS(=O)c2ccccc2OC)o1 (configuration not stated)
 : -0.2, 3, -0.4, 3
- COc1ccc(-n2cc(-c3ccccc3)c3c(SCc4cccc(C)c4)ncnc32)cc1
 : 0.0, -1, -0.1, 3
- Cc1ccc(C(=O)Nc2ccc(N3CCC(NCCCn4cccn4)CC3)cc2)c(C)c1
 : 0.1, 10, -0.4, 1
- CCOc1ccc(NC(=O)C(Cc2ccccc2)NS(=O)(=O)c2cccs2)cc1 (configuration not stated)
 : 0.1, -15, 2.7, -2
- CCC(=O)Oc1ccc(C(=O)NCc2ccccc2Cl)cc1
 : 0.0, 3, -1.1, 1
- O=C1CNC(=O)/C1=C\c1ccc(O)cc1
 : 0.0, -3, -1.8, -3
- O=C(NC1CCCCC1)c1cc(=O)[nH]c2ccc(S(=O)(=O)N3CCCCC3)cc12
 : 0.1, 8, -1.1, 15
- CCOc1cc(C=O)ccc1OC(=O)c1ccccc1I
 : 0.4, 5, 3.3, 8
- COc1ccc(C(=O)NCCNc2ccc([N+](=O)[O-])cc2)cc1Cl
 : -0.1, 15, 1.8, -7
- CCN(CC)c1ccc(C(=O)Nn2c(C3CCCCC3)nc3ccccc3c2=O)cc1
 : 0.0, -4, -0.6, 3
- O=C(O)CCN1C(=O)C2C3CC(C(Br)C3Br)C2C1=O (configuration not stated)
 : 0.0, -6, 1.2, 10
- CCCc1cc(=O)[nH]c2nnc(SCC(=O)Nc3ccc(OCC)cc3)n12
 : 0.4, 22, -0.7, 8
- CCCNc1nc2c(C)cccn2c(=O)c1/C=C1\SC(=S)N(C(C)CC)C1=O (configuration not stated)
 : -0.1, 3, 1.4, 1
- CCOc1ccc(S(=O)(=O)Nc2ccccc2C(=O)Nc2nn[nH]n2)cc1
 : -0.2, 8, -0.8, 3
- Cc1ccc(C(=O)CSc2nnc(-c3ccoc3C)n2C)cc1
 : -0.1, 7, -0.1, -13
- O=C1c2ccc(Br)cc2C(=O)N1CNc1ccc(Oc2ccc(Cl)cc2)cc1
 : 0.0, 9, 0.9, 3
- COc1ccc(-c2cc(=O)c3ccc(OC)cc3o2)cc1
 : 0.5, -9, -0.4, -34
- O=C(Nc1ccc(Oc2ccc(Cl)cc2)cc1)c1ccccc1C(=O)c1ccc(Cl)c([N+](=O)[O-])c1
 : -0.1, 6, 2.2, 11
- CC1Cc2ccccc2N1C(=O)CN1C(=O)NC(c2ccccc2)(c2ccccc2)C1=O (configuration not stated)
 : 0.1, 2, 1.2, -4
- CCOC(=O)c1cc(C(=O)NNC(=O)C(C)N2C(=O)c3ccccc3C2=O)c(C)nc1C (configuration not stated)
 : -0.1, 2, -0.4, -10
- Cc1ccc(C(=O)Nc2c3c(nn2-c2cccc(Cl)c2)CSC3)cc1
 : -0.1, -12, 2.2, 4
- CCOC(=O)c1c(N)sc2c1CCC/C2=N/O
 : 0.1, 24, 0.0, 21
- CC(=O)Nc1ccc(C(=O)N/N=C(\C)CC(=O)Nc2ccc(C(N)=O)cc2)cc1
 : 0.0, -6, 1.0, -6
- COc1ccc(OC)c(NC(=O)c2ccc(C)o2)c1
 : -0.1, 3, 1.9, -4
- CCCCOc1ccccc1C1C(C(=O)OCCC)=C(C)NC2=C1C(=O)CC(c1ccc(OC)c(OC)c1)C2 (configuration not stated)
 : 0.2, 6, -0.2, -5
- NC(=O)C1CCN(C(=O)C(Cc2ccccc2)N2C(=O)c3ccccc3C2=O)CC1 (configuration not stated)
 : -0.1, -14, 0.2, 0
- CCc1nn(CC(=O)NC2CC2)c(=O)c2cc3ccsc3n12
 : -0.1, -2, -0.8, 3
- CCOC(=O)c1sc2nc(SCC(=O)C(C)(C)C)n(Cc3ccc(F)cc3)c(=O)c2c1C
 : -0.1, -9, -1.2, -5
- O=C(Nc1ccc(Oc2cccnc2)cc1)C1CCN(CCCn2cccn2)CC1
 : -0.2, 6, -1.0, 7
- O=c1nc(/C=C/c2ccc(-c3cc(Cl)cc(Cl)c3)o2)cc(C(F)(F)F)[nH]1
 : 0.5, 5, 0.0, 3
- O=C(NCc1ccccc1)c1cc(-c2ccc(Br)cc2)nc2ccccc12
 : 0.2, 0, -0.7, -6
- CCN(CC)CCC(=O)C(O)(c1ccccc1)c1ccccc1
 : 0.1, 7, 0.3, -16
- COc1cccc(S(=O)(=O)N2CCc3nc4nc(C)ccc4cc3C2)c1
 : -0.1, 13, -1.5, -3
- O=C(NNS(=O)(=O)c1cccc([N+](=O)[O-])c1)c1cccs1
 : -0.2, -2, -0.2, 1
- Cc1oc(C(=O)O)cc1CN1CCCCC1
 : 0.6, 6, -2.0, 13
- Cc1cc(C)c2nc(N3CCC(C(=O)NCCN4CCCC4)CC3)sc2c1
 : 0.3, 11, 2.5, 3
- O=C1COc2ccc(S(=O)(=O)NCCOc3ccccc3)cc2N1
 : 0.8, 0, -1.3, -1
- CC(=O)N(Cc1ccco1)CC1CCOC(C)(C)C1 (configuration not stated)
 : 0.0, -3, 0.2, -1
- C[C@@H](NC(=O)N[C@H]1C[C@H]2C(=O)N[C@@H](CO)C(=O)N2C1)c1ccccc1
 : 0.6, 7, 1.0, -6
- COC(=O)c1cc(I)ccc1N=Cc1nc(-c2cccc3ccccc23)oc1O
 : -0.1, -2, -0.1, -5
- CCCC(=O)N(c1ccc(OCC)cc1)C1C=CS(=O)(=O)C1 (configuration not stated)
 : -0.2, -9, -0.5, -6
- CCc1ccccc1-n1c(SCC(=O)Nc2ccc3c(c2)OCCO3)nc2[nH]ncc2c1=O
 : 0.1, -31, -1.7, 20
- O=C(Nc1nc(-c2ccc(F)cc2)cs1)C1c2ccccc2Oc2ccccc21
 : -0.1, 4, 0.4, 2
- CCOc1ccc(NC(=O)c2nn(-c3cccc(OC)c3)c(=O)c3ccccc23)cc1
 : -0.1, 4, 2.0, 7
- COCCN(CCOC)C(=S)Nc1cccc(C)c1
 : 0.0, -17, -0.9, -3
- COCCNC(=O)C1CCN(S(=O)(=O)N2CCC3(CC2)OCCO3)CC1
 : 0.1, -4, 0.5, 0
- CC(C)Oc1ccc(C(CC(=O)O)NC(=O)Cc2ccc(F)cc2)cc1 (configuration not stated)
 : 0.1, 12, -0.3, 7

# Carrying on:
# Second line of a record – FBW7 act, MITF inh, GPR151 ag, TEAD-YAP block
- COc1ccc2ccccc2c1CN1CCc2nnc(CNC(=O)c3ccccn3)n2CC1
 : -0.1, 0, 0.8, -1
- COc1ccc(C2CC(=O)C3=C(C2)NC(C)=C(C(=O)OCC(C)C)C3c2ccccc2OC)cc1 (configuration not stated)
 : 0.1, 12, 0.0, 1
- CC(=O)Nc1ccc(S(=O)(=O)N2CCC(n3nnc4cc(C)ccc43)CC2)cc1
 : -0.1, 1, -0.3, -17
- OCCn1c(SCCOc2ccccc2F)nc2ccccc21
 : -0.1, 8, -0.9, -22
- CC(C)C(=O)Nc1ccc(NC(=O)Cc2ccccc2)cn1
 : 0.0, 7, 1.5, -5
- O=C(c1ccccc1)C(Sc1nc2ccccc2[nH]1)c1ccccc1 (configuration not stated)
 : 0.2, 11, -0.9, 3
- Fc1ccc(C2CC(c3ccc(I)cc3)=NN2c2ccccc2)cc1 (configuration not stated)
 : 0.0, -2, -1.1, -7
- COc1cc(OC)c(C2C(C#N)=C(N)Oc3n[nH]c(-c4cccc([N+](=O)[O-])c4)c32)c(OC)c1 (configuration not stated)
 : 0.1, 4, 1.5, 7
- O=C(NCCc1nnc2n1CCN(Cc1ccc3ccccc3c1)CC2)c1ccco1
 : 0.2, 9, 0.9, 7
- COCCCNC(=O)c1sc2ncnc(N3CCN(c4ccccn4)CC3)c2c1C
 : 0.1, 6, 1.1, 16
- CCCCC(=O)c1ccc(OC(=O)/C=C/c2ccc(OC)cc2)cc1
 : -0.2, -6, 3.5, 3
- CC(=O)Nc1nnc(-c2ccc3c(c2)OCCO3)o1
 : -0.1, -8, -1.0, -2
- Cc1cc(C)c2c(=O)n(CC(=O)O)sc2n1
 : -0.2, 2, 0.5, 3
- Cc1ccc2nc(CN(C)Cc3ccc(Cl)cc3Cl)cc(=O)n2c1
 : 0.3, 13, 1.3, -1
- COc1ccc(Nc2cc(N3CCN(Cc4ccc5c(c4)OCO5)CC3)c3noc4c3c2C(=O)c2ccccc2-4)cc1
 : 0.1, 8, -1.0, -2
- CC1(C)CC(NSc2ccccc2[N+](=O)[O-])CC(C)(C)N1
 : 0.2, 10, 1.5, 2
- CCOC(=O)C1=C(C)N=c2s/c(=C\c3ccc(O)c(Br)c3)c(=O)n2C1c1ccc(OC)c(OCC)c1 (configuration not stated)
 : -0.2, -5, 2.7, -3
- CCN(CC)S(=O)(=O)c1ccc(C(=O)Oc2cc(C)[nH]c(=O)c2[N+](=O)[O-])cc1
 : -0.1, 5, 0.0, 5
- CC1CCN(S(=O)(=O)c2ccc(Cl)cc2)CC1
 : 0.2, 8, 2.0, 15
